miR122 inh – blocks miR-122 activity in Huh7 sensor cells; activation (reporter increase), % at 12.5 µM; 0.3% of 340,000 active; Huh7 miR-122 Renilla luciferase sensor, 48 h; neutral wells = 0, positive control = 100;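 active means mean replicate activation score at least 90 and every replicate individually at or above 90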;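 further: higher luciferase means less miR-122 activity so hits act as miR-122 inhibitors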
SIRT5 inh – inhibitors of human sirtuin-5 desuccinylase; Q9NXA8; Purified SirT5, succinyl-peptide AMC, trypsin-coupled fluorescence; inhibition, % at 15 µM; 1.1% of 330,000 active; AID 652115; in the data active means inhibition above about 15%
Target sequence (Q9NXA8 whole entry, looked up): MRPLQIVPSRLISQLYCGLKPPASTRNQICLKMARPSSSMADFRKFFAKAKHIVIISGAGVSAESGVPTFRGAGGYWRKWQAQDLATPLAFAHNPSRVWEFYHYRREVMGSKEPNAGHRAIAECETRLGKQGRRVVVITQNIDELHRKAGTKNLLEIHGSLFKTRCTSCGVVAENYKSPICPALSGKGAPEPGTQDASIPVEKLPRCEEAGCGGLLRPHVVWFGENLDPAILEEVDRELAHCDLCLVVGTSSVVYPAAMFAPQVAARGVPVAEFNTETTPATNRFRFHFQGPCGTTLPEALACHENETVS
ARNT TACC3 PPI – ARNT/TACC3 interaction disruption; AID 623870; AlphaScreen His-ARNT PAS-B/GST-TACC3 binding, luminescence; TACC3 fragment carries E629A point mutation; inhibition, % at 9.99 µM; 0.66% of 390,000 active;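 active means mean inhibition of replicates at least 50% and at least half of replicates each reaching 50%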;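 further: 0% = complete ARNT plus TACC3 wells and 100% = ARNT alone without TACC3; many hits fall short of the cut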
C2C12 statin – protects C2C12 myotubes from simvastatin toxicity. ATP luminescence, 48 h; scaled: DMSO 0, geranylgeraniol control 100. rescue of ATP level, % at 7.49 µM. 0.78% of 330,000 active;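 active means mean ATP rescue above about 67%, or every replicate alone reaching that limit, limit read from the data, passing the limit was not always enough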;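 further: myotubes were challenged with 10 µM simvastatin during compound exposure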
esBAF inh – SWI/SNF esBAF complex inhibition. mouse ES cells, Bmi1-luciferase knock-in reporter, 24 h; 100% = twice the neutral-well signal. reporter increase, % at 12.5 µM. 2% of 350,000 active. AID 602393; in the data active means activation above about 40%;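 further: 0% = median of the plate's neutral control wells and 100% = double that signal; a rise in the Bmi1 reporter signal indicates esBAF inhibition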
ERp5 inh – ERp5 (human) disulfide isomerase inhibition; Q15084; ERp5 insulin aggregation, absorbance 650 nm, 90 min; AID 651711; 0.05% of 350,000 active; inhibition, % at 9.99 µM;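 active means mean replicate inhibition above about 25%, with every replicate also reaching it, limit read from the data, passing the limit was not always enough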
Target sequence (Q15084 whole entry, looked up): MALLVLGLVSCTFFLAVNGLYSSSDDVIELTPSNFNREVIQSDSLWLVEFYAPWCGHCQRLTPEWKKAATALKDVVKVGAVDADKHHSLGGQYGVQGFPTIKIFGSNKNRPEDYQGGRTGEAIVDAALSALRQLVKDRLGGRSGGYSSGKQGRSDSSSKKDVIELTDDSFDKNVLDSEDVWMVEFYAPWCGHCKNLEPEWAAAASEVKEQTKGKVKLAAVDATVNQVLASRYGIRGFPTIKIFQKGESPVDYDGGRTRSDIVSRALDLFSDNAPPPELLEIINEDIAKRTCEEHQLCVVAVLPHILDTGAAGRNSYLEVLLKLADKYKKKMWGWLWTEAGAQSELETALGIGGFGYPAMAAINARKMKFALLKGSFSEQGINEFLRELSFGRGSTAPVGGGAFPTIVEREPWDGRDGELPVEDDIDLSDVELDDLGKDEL
Cneo AK release – causes C. neoformans cell lysis; adenylate kinase release luminescence, 4 h; normalised: neutral wells 0, clomiphene wells 100; 0.2% of 360,000 active; lysis activity, % at 15 µM;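 active means mean lysis activity across replicates of at least 80%, whatever share of replicates individually reach that level; inactive means mean lysis activity below 80%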
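Schedule: static 4 h at 37 °C with compound, 1 h detection; system: C. neoformans cells; benchmarks: Clomiphene as positive control; buffer or medium: fresh YPD medium; measure: luminescence rise reflecting yeast cell lysis; measured by: luminescent adenylate kinase detection reagent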
Starred values were filed as active, the others as inactive; & = joins results of further samples; [ ] = another dose, or the depositor's remark.

Results for Cc1ccc(Cl)cc1NC(=O)C(=O)N/N=C/c1ccc2c(c1)OCO2 ?
miR122 inh: 1; SIRT5 inh: -4; ARNT TACC3 PPI: -4; ERp5 inh: -4; Cneo AK release: -1

What do the screens show for `CCCCOC(=O)C1=C(N)N2C(=O)C(C)SC2=C(C(=O)OCC)C1c1ccc(O)c(OC)c1` (configuration not stated)?
SIRT5 inh: -2; ARNT TACC3 PPI: -2; ERp5 inh: 4

How did COc1ccccc1C(=O)N1CCN(C(=O)c2oc3ccc(C)cc3c2C)CC1 do in these assays?
miR122 inh: 0; SIRT5 inh: 1; ARNT TACC3 PPI: -1; C2C12 statin: 7; esBAF inh: -3; ERp5 inh: -8; Cneo AK release: -3

Results for CC1CCN(C(=O)c2ccc(N(C)S(C)(=O)=O)cc2)CC1 ?
miR122 inh: 6; ARNT TACC3 PPI: -2; C2C12 statin: 2; esBAF inh: -4; Cneo AK release: 5

Results for COc1ccc(/C=C/CN2CCN(Cc3ccc(F)cc3)C(CCO)C2)cc1 (configuration not stated) ?
miR122 inh: -9; SIRT5 inh: -2; ARNT TACC3 PPI: -12; C2C12 statin: 0; esBAF inh: 3; ERp5 inh: 1; Cneo AK release: -1

Results for O=C(Cc1ccc2c(c1)OCCO2)c1c(O)cc(O)cc1O ?
miR122 inh: -4; SIRT5 inh: 8; ARNT TACC3 PPI: 2; C2C12 statin: 8; esBAF inh: 55*; ERp5 inh: -3; Cneo AK release: 0

What do the screens show for `Cc1cccn2cc(-c3ccc(S(=O)(=O)N4CCCCC4)cc3)nc12`?
SIRT5 inh: -26; ARNT TACC3 PPI: -11; ERp5 inh: -5

Results for COc1ccc(C(=O)NCc2ccc3c(c2)cc(C)n3C)cc1 ?
miR122 inh: 14; SIRT5 inh: -2; ARNT TACC3 PPI: 2; C2C12 statin: 1; esBAF inh: 0; ERp5 inh: -1; Cneo AK release: 0

How did CSc1nc(-c2ccco2)nn1S(C)(=O)=O do in these assays?
miR122 inh: -5; ARNT TACC3 PPI: -5; Cneo AK release: -1

Results for CCCn1c(SCC(=O)Nc2cc(C(=O)O)ccc2C)nc2sc3c(c2c1=O)CCC3 ?
miR122 inh: -8; SIRT5 inh: -2; ARNT TACC3 PPI: 1; C2C12 statin: 4; esBAF inh: 0; ERp5 inh: 0; Cneo AK release: 1

What do the screens show for `COc1cccc(C(=O)N2CCC(n3nccc3NC(=O)CCOc3ccccc3)CC2)c1`?
miR122 inh: -8; SIRT5 inh: -2; ARNT TACC3 PPI: -5; C2C12 statin: 4; esBAF inh: 8; ERp5 inh: 4; Cneo AK release: 0

What do the screens show for `COCCN(CCOC)C(=O)CCn1c(=O)oc2ccccc21`?
miR122 inh: -9; ARNT TACC3 PPI: -20; esBAF inh: 5; Cneo AK release: 1

How did CCN(CC(=O)Nc1ccccc1C(F)(F)F)C(=O)CCS(=O)(=O)c1ccc(C)cc1 do in these assays?
SIRT5 inh: 1; ARNT TACC3 PPI: 2; ERp5 inh: -4

How did C[C@@H]1CN([C@H](C)CO)C(=O)c2cc(C#Cc3ccccn3)cnc2O[C@H]1CN(C)C(=O)c1ccccn1 do in these assays?
SIRT5 inh: 4; ARNT TACC3 PPI: 0; C2C12 statin: 4; esBAF inh: -6; ERp5 inh: 9; Cneo AK release: -1

Results for C#CCNC(=O)C1=C[C@@H](c2ccccc2)C[C@@H](OCCCCO)O1 ?
miR122 inh: 2; SIRT5 inh: -3&-2; ARNT TACC3 PPI: 0; C2C12 statin: 10; esBAF inh: -1; ERp5 inh: 5&4; Cneo AK release: -1&-10

Results for Cc1ccc2cc(C#N)c(SCc3nnc(-c4ccccc4[N+](=O)[O-])o3)nc2c1 ?
miR122 inh: 1; ARNT TACC3 PPI: 2; Cneo AK release: -4

How did Cc1cccc2cc(C(c3nnnn3C(C)(C)C)N(Cc3ccco3)CC3CCCO3)c(=O)[nH]c12 (configuration not stated) do in these assays?
miR122 inh: 58; ARNT TACC3 PPI: 1; C2C12 statin: -7; esBAF inh: 0; Cneo AK release: -4

Results for CC(S(=O)(=O)c1ccccc1)S(=O)(=O)c1ccccc1 ?
miR122 inh: -6; SIRT5 inh: -1; C2C12 statin: 0; esBAF inh: 4; ERp5 inh: -6; Cneo AK release: -2

Results for Cc1ccc(S(=O)(=O)N(C)CC(=O)NNC(=O)CCNS(=O)(=O)c2cccc(C)c2)cc1 ?
miR122 inh: -5; SIRT5 inh: -1; ARNT TACC3 PPI: 5; C2C12 statin: 1; esBAF inh: -2; ERp5 inh: -5; Cneo AK release: -1

What do the screens show for `C=CCn1c(-c2cccnc2)n[nH]c1=S`?
miR122 inh: -3; SIRT5 inh: -2; ARNT TACC3 PPI: -3; ERp5 inh: 3; Cneo AK release: 2

What do the screens show for `COc1ccccc1CC(=O)NC1CC(C)(C)NC(C)(C)C1`?
miR122 inh: -5; ARNT TACC3 PPI: -5; Cneo AK release: -7

Results for CN(C)C(=O)[C@@H]1[C@@H](CO)[C@@H]2Cn3c(ccc(-c4ccncc4)c3=O)[C@H]1N2CC1CC1 ?
SIRT5 inh: -10; ARNT TACC3 PPI: -1; C2C12 statin: 6; esBAF inh: 2; ERp5 inh: 2; Cneo AK release: 0

Results for COc1ccccc1CN1CC(C(=O)NCc2ncccc2C)CCC1=O (configuration not stated) ?
SIRT5 inh: -1; ARNT TACC3 PPI: -2; ERp5 inh: -5; Cneo AK release: -4

What do the screens show for `C[C@@H]1CCCCO[C@H](CN(C)C(=O)CCCN(C)C)[C@@H](C)CN([C@H](C)CO)C(=O)c2cc(NS(=O)(=O)c3cccs3)ccc2O1`?
miR122 inh: 4[16.7 µM]; SIRT5 inh: 4; ARNT TACC3 PPI: -7; esBAF inh: -10; ERp5 inh: 4; Cneo AK release: -1

Five entries from above, ordered by formula weight, highest first.
What do the screens show for `C[C@@H]1CCCCO[C@H](CN(C)C(=O)CCCN(C)C)[C@@H](C)CN([C@H](C)CO)C(=O)c2cc(NS(=O)(=O)c3cccs3)ccc2O1`?
miR122 inh: 4[16.7 µM]; SIRT5 inh: 4; ARNT TACC3 PPI: -7; esBAF inh: -10; ERp5 inh: 4; Cneo AK release: -1

How did Cc1cccc2cc(C(c3nnnn3C(C)(C)C)N(Cc3ccco3)CC3CCCO3)c(=O)[nH]c12 (configuration not stated) do in these assays?
miR122 inh: 58; ARNT TACC3 PPI: 1; C2C12 statin: -7; esBAF inh: 0; Cneo AK release: -4

Results for C#CCNC(=O)C1=C[C@@H](c2ccccc2)C[C@@H](OCCCCO)O1 ?
miR122 inh: 2; SIRT5 inh: -3&-2; ARNT TACC3 PPI: 0; C2C12 statin: 10; esBAF inh: -1; ERp5 inh: 5&4; Cneo AK release: -1&-10

Results for CC(S(=O)(=O)c1ccccc1)S(=O)(=O)c1ccccc1 ?
miR122 inh: -6; SIRT5 inh: -1; C2C12 statin: 0; esBAF inh: 4; ERp5 inh: -6; Cneo AK release: -2

What do the screens show for `COc1ccccc1CC(=O)NC1CC(C)(C)NC(C)(C)C1`?
miR122 inh: -5; ARNT TACC3 PPI: -5; Cneo AK release: -7

The results go on:
Results for CCN(Cc1ccccc1)c1c(C(=O)O)cnc2c1cnn2C ?
miR122 inh: 0; SIRT5 inh: -1; ERp5 inh: 3

What do the screens show for `O=C(NNC(=O)c1ccccc1-n1cccc1)c1ccccc1`?
miR122 inh: 10; ARNT TACC3 PPI: 5; C2C12 statin: -15; esBAF inh: -8; Cneo AK release: 2

What do the screens show for `CCOC(=O)c1c(C)n(C)c2ccc(OCC(O)CN3CCCCCC3)cc12` (configuration not stated)?
miR122 inh: 0; SIRT5 inh: -1; ARNT TACC3 PPI: 11; C2C12 statin: -15; esBAF inh: -34; ERp5 inh: 1; Cneo AK release: 1

Results for O=C(COc1ccccc1)Nc1nnc(-c2ccc(Cl)s2)o1 ?
miR122 inh: -4; ARNT TACC3 PPI: 8; C2C12 statin: 1; esBAF inh: -1; ERp5 inh: 2; Cneo AK release: 0

How did Cc1cc(/C=C2\SC(=S)N(C)C2=O)c(C)n1-c1cccc(O)c1 do in these assays?
SIRT5 inh: 2; ARNT TACC3 PPI: 5; ERp5 inh: -4

What do the screens show for `CC(=O)N[C@H]1CC[C@H](CCNC(=O)C2CC2)O[C@@H]1CO`?
miR122 inh: 3[16.7 µM]; SIRT5 inh: 0; ARNT TACC3 PPI: -15; C2C12 statin: -12; esBAF inh: -3; ERp5 inh: 1; Cneo AK release: 6

What do the screens show for `O=C(Nc1ccc2nsnc2c1)c1ccc2c(c1)OCO2`?
miR122 inh: -1; SIRT5 inh: -2; ARNT TACC3 PPI: -12; C2C12 statin: -34; esBAF inh: -8; ERp5 inh: -16

Results for COC(=O)c1ccccc1NC(=O)c1cc(-c2cccs2)on1 ?
miR122 inh: -1; SIRT5 inh: 1; ARNT TACC3 PPI: -4; C2C12 statin: 26; esBAF inh: 9; ERp5 inh: 3; Cneo AK release: 0

What do the screens show for `CN(C(=O)C1CCCO1)C1CCS(=O)(=O)C1` (configuration not stated)?
SIRT5 inh: 3; ARNT TACC3 PPI: -4; ERp5 inh: -2

How did Cc1nn(-c2ccccc2)c(C)c1/C=N/NC(=O)c1cc(-c2ccc(Br)s2)[nH]n1 do in these assays?
miR122 inh: 17; ARNT TACC3 PPI: 0; C2C12 statin: -3; esBAF inh: 3; Cneo AK release: 2

How did O=C(/C=C/c1ccccc1)N1CCC(c2ccccc2)C1 (configuration not stated) do in these assays?
miR122 inh: -2; ARNT TACC3 PPI: -4; ERp5 inh: 3; Cneo AK release: -4

What do the screens show for `COc1cccc(CN(C)CCCn2cnc3c(OC)ncnc32)c1`?
miR122 inh: 4; SIRT5 inh: 7; C2C12 statin: 6; esBAF inh: -2; ERp5 inh: -7; Cneo AK release: 0

What do the screens show for `CCC(C)(C)n1nnnc1C(c1cccs1)N1CCN(Cc2ccccc2)CC1` (configuration not stated)?
SIRT5 inh: -1; ARNT TACC3 PPI: 3; C2C12 statin: -2; esBAF inh: -1; ERp5 inh: -6; Cneo AK release: -2

How did COc1ccc(Cn2nnc(C(=O)Nc3ccc4c(c3)OCCO4)c2N)cc1Br do in these assays?
miR122 inh: 6; SIRT5 inh: 0; C2C12 statin: -5; esBAF inh: 5; ERp5 inh: 4; Cneo AK release: -3

How did Cc1ccc(N2CC(C(=O)NCCS(=O)(=O)N3CCN(c4ccc(F)cc4)CC3)CC2=O)cc1 (configuration not stated) do in these assays?
miR122 inh: -6; SIRT5 inh: -6; ARNT TACC3 PPI: 0; C2C12 statin: 2; esBAF inh: 0; ERp5 inh: 2; Cneo AK release: 8

Results for Cc1ccc(S(=O)(=O)N2[C@@H](c3ccccc3)C(C(=O)O)=CC[C@H]2c2cccs2)cc1 ?
SIRT5 inh: -1; ARNT TACC3 PPI: 0; C2C12 statin: 7; esBAF inh: 1; ERp5 inh: -1; Cneo AK release: 0

How did CCNC(=O)C[C@@H]1CC[C@@H]2[C@@H](COc3ccc(NC(=O)Nc4cccc(F)c4)cc3C(=O)N2C)O1 do in these assays?
miR122 inh: -5[16.7 µM]; SIRT5 inh: -1; ARNT TACC3 PPI: -7; C2C12 statin: 6; esBAF inh: 2; ERp5 inh: -3; Cneo AK release: 0

Results for Nc1cccc(C(=O)Nc2ccc3nc(-c4cccnc4)[nH]c3c2)c1 ?
SIRT5 inh: -4; ARNT TACC3 PPI: 8; ERp5 inh: -2

Results for Cc1cccc(NS(=O)(=O)c2ccc(C(=O)NCCCN3CCOCC3)cc2)c1C ?
miR122 inh: -3; SIRT5 inh: -2; ARNT TACC3 PPI: 0; C2C12 statin: 3; esBAF inh: 2; ERp5 inh: 6; Cneo AK release: -1
